PglD DTNB: blocks C. jejuni PglD acetyltransferase activity; purified PglD enzyme, DTNB colorimetric CoA detection; inhibition, % at 12.5 µM; 360,000 compounds, 0.098% hits; in the data active means inhibition above about 16%, passing the limit was not always enough; inconclusive means no clear call, values can overlap the other calls; further: strong numbers were not always called active
PGC1a acetyl inh: PGC1a acetylation modulation, inhibitor mode; U2OS PGC1a acetylation, AlphaScreen anti-acetyl-lysine; with virally co-expressed GCN5 acetyltransferase; inhibition, % at 15.6 µM; 350,000 compounds, 0.17% hits; AID 651687;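 active means every replicate shows inhibition of at least 40%; inconclusive means mean inhibition at least 40% but some replicate below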;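 further: 0% = neutral control wells and 100% = positive control wells; some results beyond the cut were filed as inactive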
ARNT TACC3 PPI: disrupts binding between human ARNT and TACC3; inhibition, % at 9.99 µM; 390,000 compounds, 0.66% hits; AlphaScreen His-ARNT PAS-B/GST-TACC3 binding, luminescence; TACC3 fragment carries E629A point mutation;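 active means mean inhibition of replicates at least 50% and at least half of replicates each reaching 50%; inconclusive means half or more replicates reach 50% but mean below 50%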;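 further: 0% = complete ARNT plus TACC3 wells and 100% = ARNT alone without TACC3; many hits fall short of the cut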
Cneo AK release: Cryptococcus neoformans lysis via adenylate kinase release; AID 651654; lysis activity, % at 15 µM; 360,000 compounds, 0.2% hits; C. neoformans lysis, adenylate kinase release luminescence, 4 h; normalised: neutral wells 0, clomiphene wells 100;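 active means mean lysis activity across replicates of at least 80%, whatever share of replicates individually reach that level; inactive means mean lysis activity below 80%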
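Material – Cryptococcus neoformans yeast cells · Quantity – 5 × 10^6 yeast cells/mL · Buffer or medium – YPD medium · Compound – single dose · Timing – 4 h static compound exposure, 37 °C, read 1 h post-reagent · Signal – adenylate kinase release luminescence · Read-out basis – lysis from increased AK signal · Benchmarks – Clomiphene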
LGR2 inh: inhibitors of bursicon-induced Drosophila LGR2 receptor cAMP signaling; inhibition, % at 9.99 µM; HEK293 LGR2, CRE-luciferase, bursicon-stimulated, 4 h; AID 720647; 380,000 compounds, 0.35% hits;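 active means drop in luminescence signal, shown as inhibition above about 50% in the replicate tests, limit read from the data, passing the limit was not always enough; inconclusive means probably only some replicates passing the limit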;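 further: agonist challenge used bursicon conditioned medium at about half maximal strength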
GSIS activator: GLuc luminescence reporter in INS-1E cells, primary screen for activators of glucose-dependent secretion of insulin; INS-1E GLuc reporter insulin secretion, 2-3 h; activation, % at 16.6 µM; 370,000 compounds, 0.61% hits;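 active means lowest replicate activation of at least 40%, so every replicate reaches that level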;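 further: 0% = median of neutral control wells and 100% = median of IBMX positive control wells; some compounds called inactive have numbers as strong as hits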
C2C12 statin: protects C2C12 myotubes from simvastatin toxicity. ATP luminescence, 48 h; scaled: DMSO 0, geranylgeraniol control 100. rescue of ATP level, % at 7.49 µM. 330,000 compounds, 0.78% hits. AID 602340;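 active means mean ATP rescue above about 67%, or every replicate alone reaching that limit, limit read from the data, passing the limit was not always enough; inconclusive means no clear call, values can overlap the other calls; inactive means mean under the limit and some replicate under it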;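 further: myotubes were challenged with 10 µM simvastatin during compound exposure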
PAX8 reporter: lowers PAX8-driven luciferase in RMG-I cells; RMG-I TPO-luciferase reporter, SteadyGlo, 24 h; inhibition, % at 12.6 µM; 360,000 compounds, 1.2% hits; AID 652154;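 active means mean replicate inhibition at least 60% with every replicate also reaching 60%; inconclusive means only one of the two criteria is met; inactive means mean below 60% and not all replicates reaching 60%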;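 further: luciferase light reporting Pax8 driven TPO promoter activity; plate controls were median of neutral control wells for no effect and mitoxantrone controls for full effect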
An asterisk follows results filed as active; ? = inconclusive; · = not tested or not shown; & = joins results of further samples.

entry	Compound	C2C12 statin	Cneo AK release	ARNT TACC3 PPI	PAX8 reporter	GSIS activator	LGR2 inh	PglD DTNB	PGC1a acetyl inh
1	CO[C@@H]1CN(C)C(=O)c2cc(NC(C)=O)ccc2OC[C@@H](C)N(CCc2ccccc2)C[C@H]1C	0	47	-6	·	-14	3	-1	3
2	Cc1noc(C)c1S(=O)(=O)Nc1cccc2c1O[C@@H](CN(C)Cc1ccc3c(c1)OCO3)[C@@H](C)CN([C@H](C)CO)C2=O	18	53	3	·	6	-20	-51	14
3	O=C(Nc1cc(F)ccc1F)N[C@@H]1CC[C@H](CCNC(=O)c2cnccn2)O[C@H]1CO	-7	12	-8	-3	-1	-20	1	3
4	COc1ccc(N(C(=O)c2snc(C(N)=O)c2N)C(C(=O)NCC2CCCO2)c2ccc(C)o2)cc1OC (stereo unspecified)	19	-3	8	2	19	-10	3	4
5	Cc1cccc(-n2c(C)cc(/C=N\NC(=O)c3cccs3)c2C)c1	·	-1	-1	-178	13	-58	-6	·
6	CCCC(CCC)C(=O)NC1CCN(Cc2ccccc2)CC1	2	-2	-6	18	5	12	-4	-6
7	O=S(=O)(Nc1cccnc1)c1cccc(C(F)(F)F)c1	-1	4	-7	·	3	·	-3	0
8	COCC#Cc1cnc2c(c1)C(=O)N([C@@H](C)CO)C[C@@H](C)[C@@H](CN(C)C(=O)NC1CCCC1)O2	4	55	-1	·	11	-2	7	1
9	CCN1CCN(Cc2ccc(NC(=O)c3cc(NC(=O)c4nccnc4N)cc(OC)c3)cc2C(F)(F)F)CC1	-11	-5	-2	-13	7	34	-2	·
10	CCO[C@@H]1OC(C(=O)N2CCN(Cc3ccc4c(c3)OCO4)CC2)=C[C@H](C2CCCCC2)[C@H]1CCCO	-47	0&1	13&16	20&2	·	·	-2&3	-10&-22
11	c1ccc(-c2nc(CSc3nnc(-c4cccs4)o3)cs2)cc1	-14	3	-10	15	·	·	-2	-5
12	Cc1ccc(-n2cc(C(=O)c3ccc(F)cc3)nn2)cc1Cl	0	4	0	·	·	·	9	3

New compounds follow:
entry	Compound	C2C12 statin	Cneo AK release	ARNT TACC3 PPI	PAX8 reporter	GSIS activator	LGR2 inh	PglD DTNB	PGC1a acetyl inh
13	COc1ccc(C2/C(=C(/O)c3ccc(OC(C)C)cc3)C(=O)C(=O)N2CCCN2CCOCC2)cc1 (stereo unspecified)	·	·	4	-8	18	0	·	·
14	Cc1ccc(NC(=O)Cc2n[nH]c(=O)c3ccccc23)cc1S(=O)(=O)N1CCCCCC1	-17	0	-7	27	-4	13	-5	-5
15	C[C@H](CO)N1C[C@H](C)[C@@H](CN(C)S(=O)(=O)c2ccccc2)Oc2ccc(N(C)C)cc2C1=O	26	0	5	3	29	-20	-2	15
16	COc1ccc(C2CN=NC23CCCc2ccccc2C3=O)cc1 (stereo unspecified)	·	-1	2	·	·	·	-3	-17
17	O=C(NCc1ccco1)C1CCCN1C(=O)Nc1cccc(Cl)c1 (stereo unspecified)	·	·	0	-5	-9	41	·	-3
18	Cc1cc(S(=O)(=O)N2CCN(CC(=O)NC(C)(C#N)C3CC3)CC2)ccc1Br (stereo unspecified)	3	·	-9	-1	-20	3	1	-3
19	Clc1cccc(CSc2nnc([C@@H]3CCCN3)o2)c1	15	-4	15	-4	·	·	-2	0
20	COCC(=O)Nc1ccc2c(c1)C(=O)N(C)[C@@H]1CC[C@H](CC(=O)NCc3ccc(OC)cc3)O[C@@H]1CO2	2	-3	-5	-30	-12	31	0	-15
21	CNS(=O)(=O)c1cc(NC(=O)c2cnc(SC)n2-c2ccccc2)ccc1C	9	-2	-10	-11	-14	-3	-4	·
22	O=C(C[C@@H]1C[C@@H]2c3cc(NS(=O)(=O)c4ccc(F)cc4)ccc3O[C@@H]2[C@@H](CO)O1)NCc1cc(F)ccc1F	4	22	-7	·	-22	-10	0	11
23	CCCN(C)C[C@H]1Oc2cc(C3=CCCC3)ccc2S(=O)(=O)N([C@H](C)CO)C[C@@H]1C	-7	·	·	·	4	5	·	-8
24	NC(=O)N/N=C/c1cn(-c2ccccc2)nc1-c1ccccc1	·	·	10	-16	-13	-39	·	-14

The results go on.
entry	Compound	C2C12 statin	Cneo AK release	ARNT TACC3 PPI	PAX8 reporter	GSIS activator	LGR2 inh	PglD DTNB	PGC1a acetyl inh
25	CCC(=O)N/N=C/c1ccc(OS(=O)(=O)c2ccccc2)cc1	·	·	1	-28	10	0	·	·
26	O=C(COC(=O)CCc1nc2ccccc2s1)NCc1ccco1	6	0	-20	4	6	·	1	·
27	Cc1cccc(S(=O)(=O)N[C@H]2CC[C@H](CCn3cc(-c4ccccn4)nn3)O[C@@H]2CO)c1	1	-2	·	11	-9	-10	1	-7
28	Cc1ccc(C(=O)N/C(=C\c2cn(S(=O)(=O)N(C)C)c3ccccc23)C(=O)N2CCCC2)cc1	8	4	7	5	-18	10	1	9
29	COc1ccc([C@@H]2CC=C(C(=O)O)CN2S(=O)(=O)c2ccc(C)cc2)cc1OC	-2	5	1	7	·	-4	0	·
30	CCOc1ccccc1C(=O)NC(C(=O)NCc1ccccc1OC)C(C)C (stereo unspecified)	·	·	-5	-12	11	-8	·	·
31	O=S(=O)(c1cccc2cccnc12)N1CCCc2ccccc21	·	-2	-5	-4	-6	-9	-1	-6
32	Cc1nc(-c2ccccc2)sc1C1(C)CC(c2cccc([N+](=O)[O-])c2)=NO1 (stereo unspecified)	·	0	-7	-16	-12	-5	-2	3
33	Cn1c(=O)cc(SCC(=O)N2CCN(c3ccccn3)CC2)c2ccccc21	8	-2	8	4	·	·	1	-3
34	CCC1SC2=NC(C)=C(C(=O)OCCOC)C(/C=C/c3ccccc3OC)N2C1=O (stereo unspecified)	8	2	0	-3	5	·	0	-2
35	COc1ccc(N=Cc2ccc[nH]2)cc1	2	-1	2	·	·	·	0	-31
36	COc1ccccc1NC(=S)N1CCN(Cc2ccc3c(c2)OCO3)CC1	-2	-8	0	-2	·	·	-10	7

(listing goes on)
entry	Compound	C2C12 statin	Cneo AK release	ARNT TACC3 PPI	PAX8 reporter	GSIS activator	LGR2 inh	PglD DTNB	PGC1a acetyl inh
37	O=C(C1CCC1)N1CCCCN2[C@H](CO)[C@H](c3ccc(C#CC4(O)CCCC4)cc3)[C@@H]2C1	-17	-1	4	-2	-16	10	3	-2
38	Cc1ccc2c(C)ccc(O)c2n1	5	-1	-2	-3	25	·	-1	15
39	C[C@H]1CN([C@@H](C)CO)C(=O)c2cccc(NS(=O)(=O)c3cccs3)c2O[C@@H]1CN(C)S(=O)(=O)c1cn(C)cn1	-2	-2	-5	·	-7	-5	-1	-10
40	Cc1noc(C)c1S(=O)(=O)N(C)C[C@H]1Oc2ccc(NC(=O)C3CCCCC3)cc2C(=O)N([C@H](C)CO)C[C@@H]1C	-2	-1	·	-8	-20	8	5	-4
41	O=C(O)CCn1c(=O)c2ccccc2c2ccccc2c1=O	9	1	-7	·	1	-11	-1	·
42	CCCNC(=O)N(C)C[C@H]1Oc2ncc(-c3ccc(F)cc3)cc2C(=O)N([C@H](C)CO)C[C@H]1C	4	-10	-6	·	1	-9	-2	-6
43	CNc1ccc(OC)cc1-n1cnc(-c2ccc([N+](=O)[O-])cc2)c1	-20	1	-1	19	-1	1	4	13
44	Cc1cc(C)c(NC(=S)NC(CO)(CO)CO)c(C)c1	·	-1	-7	-3	-6	0	1	8
45	NC(=O)[C@@H]1CC2(CC(c3cccc(NC(=O)COc4ccc(Cl)cc4)c3)=NO2)CN1C(=O)COc1ccc(Cl)cc1 (stereo partly specified)	31	-7	-1	?	-3	15	3	3
46	Cc1ccc(OCC(=O)NCc2ccccn2)cc1	-10	-1	-5	·	·	·	-1	-9
47	FC(F)(F)c1ccc(-c2nc3ccccc3s2)cc1	-10	-2	·	-50	2	-86	-4	2
48	C[C@@H]1COC(=O)[C@@H](Cc2ccc(F)cc2)CC/C=C\C[C@@H](CC(=O)NCCO)C(=O)N1	5	-2	-9	4	-14	-11	0	·

(next part)
entry	Compound	C2C12 statin	Cneo AK release	ARNT TACC3 PPI	PAX8 reporter	GSIS activator	LGR2 inh	PglD DTNB	PGC1a acetyl inh
49	N#C[C@H]1[C@@H](c2ccccc2-c2ccccc2)[C@H](CO)N1C(=O)NC1CCCCC1	·	·	·	13	5	3	·	-18
50	CCCCc1ccc(N2C(=O)[C@@H]3C(CC(N)=O)NC4(C(=O)Nc5ccc(F)cc54)[C@@H]3C2=O)cc1 (stereo partly specified)	5	0	0	·	-18	-6	3	4
51	O=C(CSc1ccc(Cl)cc1)Nc1nnc(-c2cccc([N+](=O)[O-])c2)s1	11	0	8	-6	-14	-1	0	-19
52	O=C1NC(=O)/C(=C/c2ccccc2Cl)N1	6	-1	4	-1	-34	8	0	2
53	C=CCC1NS(=O)(=O)OCC1C(C)C (stereo unspecified)	-5	11	-1	1	4	-27	4	15
54	O=C(O)/C=C/c1coc2ccc(F)cc2c1=O	·	-1	-10	-11	·	-18	3	-5
55	Cc1ccccc1C(=O)NC(=S)Nc1ccc(S(=O)(=O)N2CCOCC2)cc1	·	·	4	4	1	-16	·	·
56	Cc1cc(C)cc(NC(=O)CCn2c(=O)c3cccn3c3ccccc32)c1	-11	0	-6	35	22	3	0	-7
57	COc1ccccc1-c1ccc([C@@H]2[C@H]3CN(C(=O)NC4CCCC4)CCCCN3[C@H]2CO)cc1	-50	0	7	2	-24	1	-2	-5
58	Cn1c(CCNC(=O)c2ccco2)nc2cc(NC(=O)c3ccccc3)ccc21	-19	13	8	-123	4	-42	-2	7
59	CC(=O)N1[C@H](C(=O)NCc2ccccc2Cl)[C@@H](CO)[C@@H]2Cn3c(ccc(-c4ccccc4)c3=O)[C@@H]21	-5	3	-1	-14	-3	-15	0	·
60	Cc1ccc2nc3sc(C(=O)NCc4ccco4)c(N)c3cc2c1	-4	-5	0	·	·	·	4	-6

Continued:
entry	Compound	C2C12 statin	Cneo AK release	ARNT TACC3 PPI	PAX8 reporter	GSIS activator	LGR2 inh	PglD DTNB	PGC1a acetyl inh
61	COc1cccc(C2CC(=O)N3CN(c4cccc(Cl)c4C)CSC3=C2C#N)c1OC (stereo unspecified)	1	-2	-4	10	·	·	4	7
62	O=C1Nc2ccccc2C12OCCCCO2	·	-1	5	·	·	·	-3	2
63	COc1ccc(N2CCN(Cc3cc(=O)c(OCC(=O)Nc4ccccc4)co3)CC2)cc1	-3	0	-2	4	2	27	1	·
64	O=C(COC(=O)c1nc(Cl)ccc1Cl)NC(=O)c1ccccc1	4	2	-11	-1	-5	-1	-2	0
65	OCCCN1CNC(=S)NC1	1	0	·	5	·	-22	2	-4
66	CCCCn1c(-c2nn(C)c(C)c2Cl)n[nH]c1=S	4	-1	8	·	·	·	1	-4
